MazF activator: activators of E. coli MazEF toxin-antitoxin RNase; P0AE70; FAM/BHQ RNA-DNA oligo cleavage fluorescence, 5 h; activation, % at 20 µM; 350,000 tested, 0.32% active; in the data active = activation above about 50%
Target sequence (P0AE70 whole entry, looked up): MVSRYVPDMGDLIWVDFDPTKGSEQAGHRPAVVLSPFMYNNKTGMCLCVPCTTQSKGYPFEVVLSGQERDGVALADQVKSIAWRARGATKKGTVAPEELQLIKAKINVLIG
PrPC surface inh: reduces human prion protein on the cell surface. 370,000 tested, 0.43% active. cell surface PrPC, TR-FRET read-out. AID 720596. inhibition, % at 13.8 µM. P04156; in the data active = inhibition above about 24%; also: 0% = median of the test wells and 100% = reference compound wells
BoNT A protease: inhibitors of Botulinum neurotoxin A light chain protease; multiplex microsphere protease substrate cleavage, flow cytometry; 360,000 tested, 0.17% active; inhibition, % at 10 µM; AID 588499; also: plate controls were buffer without enzyme for full effect and enzyme alone for no effect
CCHF vOTU inh: CCHFV vOTU protease inhibition; Pep-AMC fluorescence; inhibition, % at 11.5 µM; 370,000 tested, 0.55% active; AID 651958; in the data active = inhibition above about 30%; also: 0% = vehicle wells with enzyme and 100% = no enzyme wells
PriA SSB inh: blocks PriA binding to SSB C-terminal tail; AlphaScreen SSBct-PriA binding, biotinylated peptide; inhibition, % at 33 µM; 430,000 tested, 0.6% active; AID 1272365; in the data active = inhibition mostly above about 37%, no sharp cut-off; inactive = mostly below about 20%;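 also: plate controls were negative control peptide for no effect and reference peptide for full effect; strong numbers were not always called active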
Anthrax LF inh2: anthrax lethal factor protease inhibition; P15917; multiplex microsphere protease cleavage assay, LF; inhibition, % at 10 µM; 360,000 tested, 0.12% active; AID 588501; also: plate controls were buffer without enzyme for full effect and enzyme alone for no effect
BoNT-F LC inh: inhibitors of Botulinum neurotoxin F light chain protease | 360,000 tested, 0.22% active | Multiplex microsphere protease cleavage assay, flow cytometry | inhibition, % at 10 µM; in the data active = inhibition above about 35%, passing the limit was not always enough; inconclusive = no clear call, values can overlap the other calls; also: plate controls were buffer without enzyme for full effect and enzyme alone for no effect
VHR inh abs: inhibitors of human VHR1 phosphatase (DUSP3) | P51452 | recombinant VHR phosphatase, pNPP absorbance | inhibition, % at 13.3 µM | 290,000 tested, 0.52% active | AID 1654; in the data active = inhibition above about 50%; also: some compounds called inactive have numbers as strong as hits
Target sequence (P51452 whole entry, looked up): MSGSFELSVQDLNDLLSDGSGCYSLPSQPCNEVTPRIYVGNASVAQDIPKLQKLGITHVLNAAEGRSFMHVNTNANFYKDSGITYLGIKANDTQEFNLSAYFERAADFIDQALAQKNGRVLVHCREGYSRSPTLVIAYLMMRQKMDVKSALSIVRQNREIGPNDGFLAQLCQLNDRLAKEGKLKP
Rv3671c protease: inhibitors of M. tuberculosis serine protease Rv3671c; P9WHR9; inhibition, % at 5.96 µM; 320,000 tested, 0.048% active; in the data active = inhibition above about 38%;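 also: extracellular domain of Rv3671c used as enzyme; 0% = enzyme with DMSO and 100% = no enzyme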
Target sequence (P9WHR9 whole entry, looked up, the tested form may be a part): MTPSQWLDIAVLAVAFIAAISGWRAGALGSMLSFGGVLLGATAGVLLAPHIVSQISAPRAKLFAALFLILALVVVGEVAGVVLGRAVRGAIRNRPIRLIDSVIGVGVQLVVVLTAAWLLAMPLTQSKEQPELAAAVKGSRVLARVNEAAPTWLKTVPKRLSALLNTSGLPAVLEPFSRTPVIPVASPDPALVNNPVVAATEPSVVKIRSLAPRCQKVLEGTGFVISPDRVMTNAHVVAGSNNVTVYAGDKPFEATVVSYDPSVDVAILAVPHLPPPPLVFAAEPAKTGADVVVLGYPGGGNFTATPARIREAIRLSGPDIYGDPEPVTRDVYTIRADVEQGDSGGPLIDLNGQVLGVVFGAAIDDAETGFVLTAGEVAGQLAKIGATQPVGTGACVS
3CLpro inhibitor: SARS-CoV 3CLpro protease inhibition; P0C6X7; recombinant SARS-CoV 3CLpro, quenched FRET peptide cleavage; inhibition, % at 6 µM; 290,000 tested, 0.14% active; AID 1706; in the data active = inhibition above about 12%
An asterisk follows results filed as active; i = inactive; ? = inconclusive; / = no result given. Rule as the data show it, unless noted: active = inhibition above about 30%; inconclusive = no clear call, values can overlap the other calls; inactive = below that. The list is partial; rates above refer to the full screens.

The line under a structure holds: MazF activator	PrPC surface inh	BoNT A protease	CCHF vOTU inh	PriA SSB inh	Anthrax LF inh2	BoNT-F LC inh	VHR inh abs	Rv3671c protease	3CLpro inhibitor
> Cc1nc(SCC(=O)N2CCCc3ccccc32)c2oc3ccccc3c2n1
→ -2	7	0.2	-12	1	-6	5	-12	-5	2
> COc1ccc(CCNC(=O)C(=O)NCc2ccc(C(C)C)cc2)cc1OC
→ 1	-1	?	1	-4	-3	-5	13	2	-1
> Cc1onc(-c2c(F)cccc2Cl)c1C(=O)Nc1ccccc1N1CCOCC1
→ -7	2	0.3	2	-6	-6	3	-10	16	-3
> CC1CCCN(C(=O)COC(=O)c2cc([N+](=O)[O-])ccc2N2CCOCC2)C1 (configuration not stated)
→ 7	-31	-1.2	-2	-4	-8	2	/	3	/
> COc1ccc(CNc2ncnc3c2[nH]c2ccccc23)cc1
→ 20	16	-0.1	-7	12	-9	8	5	-1	2
> O=C(Nc1cc(Cl)cc(Cl)c1)c1ccc(Cn2c(=O)[nH]c3ccsc3c2=O)cc1
→ -15	/	0.7	/	4	3	8	0	-49	2
> CCOC(=O)c1c(C)[nH]c(C(=O)COC(=O)COc2ccccc2C)c1C
→ 2	-2	0.2	12	-8	0	-3	8	1	-4
> Cc1ccc(/C=C/C(=O)O)cc1S(=O)(=O)N1CCC(Cc2ccccc2)CC1
→ 10	8	1.3	-5	9	1	0	-4	-4	10
> Cc1cc(C)cc(NC(=O)CCOc2ccccc2)c1
→ 5	2	-1.6	-8	-6	4	-8	20	-16	2
> COC(=O)CCC(=O)OC1(C)C(=O)C=C2C=C(C3CC3)N(c3ccccc3)C=C2C1=O (configuration not stated)
→ -17	-15	1.5	7	-7	-5	-15	22	-9	/
> Cc1ccc(C(=O)N/C(=C/c2ccc(Cl)cc2)C(=O)NCC2CCCO2)cc1 (configuration not stated)
→ -3	-1	0.2	0	-19	-3	-4	-2	0	1
> CC(c1ccccc1)c1nnc(N)s1 (configuration not stated)
→ 7	-6	-0.2	-11	-4	-2	-1	12	5	0
> COCCn1c(COc2cccc(OC)c2)nnc1SCC(=O)N1CCOCC1
→ 2	2	21	-10	-23	-15	27	12	8	0
> Clc1ccccc1-c1nnc2sc(-c3ccc(Br)o3)nn12
→ -1	-3	-0.5	-7	0	2	1	12	-3	-2
> CC(=O)N(CCN(C(C)=O)c1ccccc1)c1ccccc1
→ -12	-1	-1.3	-7	-7	-2	10	-5	-18	0
> CCOC(=O)C1(C)CCN1C(=O)/C=C/c1ccccc1 (configuration not stated)
→ /	2	-1.2	-7	/	-10	-7	/	/	/
> COc1ccc(/C=C/C(=O)Oc2cc(C)[nH]c(=O)c2[N+](=O)[O-])cc1OC
→ -12	-2	-0.7	-7	5	0	-4	23	2	1
> O=C(NCCc1ccccc1)c1ccc2c(c1)OCCO2
→ 4	4	-0.9	11	-3	0	-1	14	-3	-2
> O=C(CN(Cc1ccccc1F)C(=O)Cn1nnc(-c2cccs2)n1)NCC1CCCO1 (configuration not stated)
→ 6	-4	-0.5	15	-8	0	-6	29	-8	0
> c1csc(-c2nc(-c3ccc(-c4ccon4)s3)no2)c1
→ -5	-2	-0.5	-3	-9	-12	-1	18	-31	-3
> Cc1cc(NC(=O)c2cccs2)cc(-c2nc3ncccc3o2)c1O
→ 10	2	-1.8	-4	-2	-3	-7	10	-6	3
> Cc1cccc(-c2nc(CS(=O)CC(=O)NC3CCCC3)c(C)o2)c1 (configuration not stated)
→ -7	4	0.0	1	0	-14	-5	25	/	-3
> COc1cccc(OCC(=O)Nc2ccccc2C(=O)Nc2ccc(C(=O)O)cc2)c1
→ 1	8	1.8	-5	8	1	6	-11	1	2
> O=C(O)c1cccc(Cn2c(Cl)c(/C=N/NC(=O)c3cccc(O)c3)sc2=O)c1
→ 6	-3	-0.1	4	i	-5	6	20	0	-1
> CCC/C=C1/CCCOC(C(=O)NCc2ccccc2)(C(F)(F)F)C1 (configuration not stated)
→ 4	6	0.9	3	-3	5	0	/	-3	/
> COCn1c(COc2ccc3ccccc3c2)nc2ccccc21
→ -2	-6	0.8	3	-27	-3	?	31	-9	1
> CC1CCCCN1C(=O)CSc1nnc(-c2cccnc2)o1 (configuration not stated)
→ 6	5	-5.8	-2	-12	11	-16	34	-6	-4
> C=CCOc1c(Br)cc(CNn2c(C)n[nH]c2=S)cc1OCC
→ 4	-1	-0.3	8	1	3	-38	8	6	-3
> CCCCNC(=O)COC(=O)c1cc(C)oc1C
→ -6	-3	-0.5	0	0	1	-2	-15	0	1
> O=S(=O)(NCC1(N2CCOCC2)CCCCC1)c1ccc(F)cc1
→ 6	6	0.3	1	8	1	4	/	2	/
> O=c1cc(-c2ccccc2)nc(N2CCCCC2)[nH]1
→ 4	0	0.3	-1	-6	12	-6	-7	5	4
> CS(=O)(=O)N(CC(=O)Nc1cc(Cl)ccc1Cl)c1ccccc1Cl
→ -26	-1	2.5	3	/	-1	4	-4	-1	4
> N#Cc1cc(C(=O)c2ccccc2OCC(=O)Nc2ccccc2)cn(C2CCCCC2)c1=O
→ 1	-1	0.8	6	3	-1	-1	18	-1	4
> O=C(Cn1cnc2c(cnn2-c2ccccc2)c1=O)NCCc1ccccc1
→ 3	5	0.4	-1	-15	-1	-5	18	-14	1
> O=C(COc1ccc([N+](=O)[O-])cc1)NN=C1CCCC1
→ -1	0	0.0	-4	-19	9	-2	19	-7	1
> C=CCNC(=O)c1cc2c(=O)n3cccc(C)c3nc2s1
→ -5	1	1.5	-45	-2	10	4	/	-7	-2
> O=C(Nc1ccccn1)c1ccc2ccccc2n1
→ 0	-1	-0.8	5	-28	-3	-7	2	-8	-2
> Cc1ccc(-c2nnn(CC(=O)Nc3ccccc3-c3ccccc3)n2)c(-n2cnnn2)c1
→ -3	-3	0.8	2	9	-4	4	25	/	-6
> COc1cc(/C=C/C(=O)OCC(=O)N2c3ccccc3NC(=O)C2(C)C)cc(OC)c1OC
→ -6	-4	-1.1	-3	19	-5	-6	/	-7	/
> CCCCc1c(C)[nH]c(C(=O)OCC)c1C
→ 4	-4	-0.5	8	9	-2	1	12	9	-2
> O=S(=O)(c1ccc(SCCOc2ccccc2)nc1)N1CCCC1
→ 4	2	-1.5	-3	-68	-3	-5	/	-6	/
> Cc1ccc(S(=O)(=O)NNC(=O)C2Cc3c(ccc4ccccc34)O2)cc1 (configuration not stated)
→ -4	5	0.8	0	-17	4	14	5	-13	3
> CC(C)C(c1nnnn1C1CCCCC1)N1CCN(c2ncccn2)CC1 (configuration not stated)
→ 0	0	0.2	11	-9	1	4	22	-3	0
> COC(=O)c1ccc(NC(=O)CSc2nnc(-c3cccnc3)o2)cc1
→ 2	-3	3.2	-2	-23	-2	-11	/	5	/
> COc1cccc(C(=O)Nc2cccc(SC)c2)c1
→ -6	3	-1.1	3	-16	-4	3	9	-6	5
> CCC(C)c1ccc(NC(=O)C2CCN(c3ccc(C(F)(F)F)cn3)CC2)cc1 (configuration not stated)
→ 0	2	0.0	-1	-16	2	0	18	-13	-4
> CC(C)(C)OC(=O)C[C@@H]1C/C=C\C[C@H](CC(=O)N[C@H](CO)Cc2ccccc2)C(=O)N[C@H](Cc2ccccc2)COC1=O
→ 7	4	-0.2	4	6	-10	-3	/	-2	/
> Cc1noc(C)c1CSCC(=O)N(C)CC(=O)Nc1ccc(Cl)c(Cl)c1
→ -3	6	-0.1	6	-10	-3	-8	/	-1	/
> CCc1ccc(/C([O-])=C(/C(=S)NCCN2CCOCC2)[n+]2ccccc2)cc1
→ -7	4	6.3	-3	/	3	4	20	1	-2
> CCN(CC)C(=O)CSc1ncnc2c1cnn2Cc1ccccc1
→ 1	2	-1.2	7	3	-1	10	29	1	-6
> COc1ccc(C(=O)NCCNC(=O)c2cnccn2)cc1OC
→ 32	0	-1.0	9	-15	2	27	52*	-2	-4
> Cn1c(COc2ccc(F)cc2)nnc1SCC(=O)NC1CC1
→ 2	-2	-2.6	0	-4	0	0	-6	0	-2
> Cc1ccc(S(=O)(=O)N2CC3=C(C2)C2CC2(C)C3)cc1 (configuration not stated)
→ /	1	0.2	2	/	-2	7	/	/	/
> O=C(NC1CCCC1)C(c1ccccc1)N(C(=O)c1ccno1)c1ccccc1 (configuration not stated)
→ -4	1	-1.1	2	-3	-2	?	18	-5	1
> O=C(N/N=C/c1c[nH]c2ccc(Br)cc12)c1ccn(Cc2ccc(Cl)cc2)n1
→ -6	-4	0.1	1	/	-1	-7	20	-6	0
> Cc1cc(=O)oc2c(C)c(OC(C)C(=O)NCC3CCC(C(=O)O)CC3)ccc12 (configuration not stated)
→ 12	3	-0.2	-5	-11	-3	0	33	6	-4
> O=C(COC(=O)Cc1ccccc1F)Nc1ccc(SC(F)F)cc1
→ 0	11	-0.3	11	-22	-2	-8	4	-12	2
> CCCCNC(=O)C1(C)CCCCN1Cc1ccc2ccccc2c1 (configuration not stated)
→ /	-3	0.3	9	/	1	4	/	/	/
> O=c1c(Br)c(N2CCCC2)cnn1-c1ccccc1
→ -1	5	0.5	6	-20	-1	1	-4	2	-2
> Clc1cccc(CN2CCC(Cc3ccccc3)CC2)c1
→ -3	10	-1.6	6	-23	-5	-13	8	-8	-3

Reprinted from the part before: three entries; new compounds follow.
The line under a structure holds: MazF activator	PrPC surface inh	BoNT A protease	CCHF vOTU inh	PriA SSB inh	Anthrax LF inh2	BoNT-F LC inh	VHR inh abs	Rv3671c protease	3CLpro inhibitor
> CCCCNC(=O)C1(C)CCCCN1Cc1ccc2ccccc2c1 (configuration not stated)
→ /	-3	0.3	9	/	1	4	/	/	/
> O=c1c(Br)c(N2CCCC2)cnn1-c1ccccc1
→ -1	5	0.5	6	-20	-1	1	-4	2	-2
> Clc1cccc(CN2CCC(Cc3ccccc3)CC2)c1
→ -3	10	-1.6	6	-23	-5	-13	8	-8	-3
> CCC12CN(S(=O)(=O)c3ccc(C)cc3)CC(CC)(CN(S(=O)(=O)c3ccc(C)cc3)C1)C2=O
→ -1	-1	-0.9	4	-17	-2	-5	5	-1	3
> O=C1C(NS(=O)(=O)c2cccs2)=C(N2CCN(c3cccc(Cl)c3)CC2)C(=O)c2ccccc21
→ 4	-27	-0.1	21	53	-13	-13	20	-10	1
> COc1cc(N2Cc3ccccc3C2)ccc1C=O
→ 6	-4	-2.4	7	6	-8	?	-24	-5	1
> COC(=O)c1ccccc1NC(=O)COC(=O)c1ccco1
→ 6	-4	0.1	-3	-11	2	-14	19	5	6
> O=C(Nc1ccccc1)C1=C[C@H](c2ccccc2)C[C@H](OCc2ccc(CO)cc2)O1
→ -1	-1	0.2	-5	-12	-6	-8	25	-11	2
> COc1cccc(-c2ccc3c(c2)S(=O)(=O)c2cccc(C(=O)O)c2C3=O)c1OC
→ -5	-20	0.6	11	6	3	0	/	6	/
> Cc1ccc(/C=N/NC(=O)CSc2nc3nc(C)cc(C)n3n2)cc1
→ 8	4	0.3	-15	/	0	-1	14	-2	-4
> CCOC(=O)C1=CN(CC)S(=O)(=O)NC1c1ccc(C(F)(F)F)cc1 (configuration not stated)
→ 10	-2	-0.4	6	-15	2	-7	/	/	/
> N=c1c(C(=O)NC2CCCCC2)cc2c(=O)n3ccccc3nc2n1CCc1ccccc1
→ -13	-10	1.4	-40	-17	14	-6	12	4	-4
> COc1ccc(C2=Nc3cc(C)ccc3OC2)cc1
→ -18	-2	5.6	15	-16	0	-9	-2	4	5
> CCOc1ccc(OCCOCCOc2ccccc2Cl)cc1
→ -5	10	0.1	2	-82	0	-5	-4	2	3
> CC(=O)Nc1ccc(S(=O)(=O)N2CCN(C3CCCCCCC3)CC2)cc1
→ 6	2	-0.8	9	-4	-1	2	-4	-5	-3
> O=C(CS(=O)CC(=O)Nc1ccccc1-c1ccccc1)Nc1ccc(F)cc1 (configuration not stated)
→ 4	-1	0.6	2	-1	-1	0	44	-4	-4

Screening data (PubChem BioAssay)
